TRHR agonist: qHTS for Small Molecule Agonists and Allosteric Enhancers of Human TRH Receptor: Primary Screen for Agonists | hit rate 0.18% among 360,000 | TRHR cells, calcium flux fluo-8, FDSS agonist mode | activation, % at 2 µM | AID 493084, 2011; in the data active = activation above about 30%; also: 0% is about no effect
Target sequence (P34981 whole entry, looked up): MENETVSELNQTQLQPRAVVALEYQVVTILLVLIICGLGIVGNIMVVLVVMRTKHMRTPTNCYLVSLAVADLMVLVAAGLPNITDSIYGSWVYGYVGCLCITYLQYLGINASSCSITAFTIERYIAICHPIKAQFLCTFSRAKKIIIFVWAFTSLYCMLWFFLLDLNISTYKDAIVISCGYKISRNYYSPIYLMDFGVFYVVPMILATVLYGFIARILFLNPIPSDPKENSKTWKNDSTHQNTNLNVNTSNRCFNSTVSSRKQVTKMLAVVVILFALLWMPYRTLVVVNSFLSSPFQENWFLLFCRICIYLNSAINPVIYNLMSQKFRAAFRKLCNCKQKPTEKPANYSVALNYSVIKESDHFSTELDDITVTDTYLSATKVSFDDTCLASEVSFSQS
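Agonist-mode FDSS calcium read (Ex 480/Em 530, 1 s cycles) in 1536-well TRHR cells with fluo-8 dye, after 10-cycle baseline and 23 nL compound addition; TRH at EC20 (10 nM final) added afterwards for the enhancer phase.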
D1 PAM: Potentiators of Human D1 Dopamine Receptor: qHTS | potentiation, % at 10 µM | hit rate 0.036% among 360,000 | D(1A) dopamine receptor (Homo sapiens), P21728 | AID 504651, 2011 | HEK293 TREx D1 cells, calcium flux, dopamine EC20 potentiation; in the data active = potentiation above about 30%; also: 0% is about no effect
TRHR PAM: qHTS for Small Molecule Agonists and Allosteric Enhancers of Human TRH Receptor: Primary Screen for Enhancers; AID 493056, 2011; enhancement, % at 2 µM; Thyrotropin-releasing hormone receptor (Homo sapiens), P34981; TRHR cells, fluo-8 calcium fluorescence, EC20 TRH enhancement; hit rate 0.66% among 360,000; in the data active = enhancement above about 30%; also: 0% is about no effect
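TRHR-expressing cells loaded with fluo-8 calcium dye were read kinetically (ex 480/em 530) during compound addition, then stimulated with an EC20 of TRH (10 nM final). Enhancement of the Gq-mediated intracellular calcium response was scored.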
D2 potentiator: HTS Assay for Positive Allosteric Modulators of the Human D2 Dopamine Receptor: Primary Screen for Potentiators. D(2) dopamine receptor (Homo sapiens), P14416. HEK293 T-REx D2, calcium flux, EC20 dopamine potentiation. potentiation, % at 10 µM. hit rate 0.34% among 340,000;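 active = potentiation over 3 SD above the plate norm, cut at about 30% in these data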; also: 0% is about no effect
Target sequence (P14416 whole entry, looked up): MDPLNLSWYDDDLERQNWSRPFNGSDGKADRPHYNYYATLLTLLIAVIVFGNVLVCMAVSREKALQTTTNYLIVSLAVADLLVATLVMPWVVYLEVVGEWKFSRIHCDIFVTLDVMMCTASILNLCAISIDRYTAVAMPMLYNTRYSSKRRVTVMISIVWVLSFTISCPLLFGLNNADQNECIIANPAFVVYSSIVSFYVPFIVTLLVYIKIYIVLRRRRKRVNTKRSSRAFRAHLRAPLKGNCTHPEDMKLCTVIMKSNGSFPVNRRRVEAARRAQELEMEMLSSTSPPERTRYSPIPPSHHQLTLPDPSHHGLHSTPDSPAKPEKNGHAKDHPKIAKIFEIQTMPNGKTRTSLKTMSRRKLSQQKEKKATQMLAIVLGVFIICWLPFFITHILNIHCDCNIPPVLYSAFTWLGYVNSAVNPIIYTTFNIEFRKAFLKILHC
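Tetracycline-induced HEK293 T-REx cells force-coupled to calcium signalling expressed D2; compounds were pin-added after a 10 s baseline, read kinetically 180 s, then an EC20 dopamine challenge followed with a further 180 s calcium read.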
RXFP1 antag: qHTS Assay for Antagonists of the Relaxin Receptor RXFP1. Relaxin receptor 1 (Homo sapiens), Q9HBX9. HEK293-RXFP1, relaxin-stimulated cAMP HTRF, 30 min; active compounds read low. activity change, negative = inhibition, % at 57.5 µM. hit rate 0.59% among 350,000. AID 1259400, 2018;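 active = activity change of -60% or lower, but not beyond a set lower limit; inconclusive = change between -60% and -40%, or beyond the set limit; inactive = change above -40%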; also: % is scaled to controls: 0 for no effect and ±100 for the full control effect
Apoferritin bind: qHTS Assay for Identification of Novel General Anesthetics; Ferritin light chain (Equus caballus), P02791; apoferritin/1-aminoanthracene competitive binding, fluorescence; Potency, µM (top dose mostly 77.5 µM), inactives show top-dose activity change, negative = displacement, hits mostly inhibitors; hit rate 0.074% among 350,000; AID 485281, 2010; also: potency is read from the fitted curve at half-maximal effect; % is scaled to controls: 0 for no effect and ±100 for the full control effect; nearly all actives have a fitted effect of over 20% in size
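Horse-spleen apoferritin (10 uM) was mixed with 50% saturated 1-aminoanthracene in PBS, exposed to compounds for 10 min at room temperature, and read for fluorescence (ex 380 nm, em 535 nm). Competitive displacement was fitted with a four-parameter Hill equation.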
RXFP1 agonist: qHTS Assay for Agonists of the Relaxin Receptor RXFP1; HEK293T-RXFP1 cAMP TR-FRET, 30 min; response scale: percent of porcine relaxin response, buffer zero; hit rate 0.3% among 370,000; Potency, µM (doses to about 57.5 µM), without a hit: at the top dose activation, most hits filed as activators; also: potency is read from the fitted curve at half-maximal effect; % is scaled to controls: 0 for no effect and ±100 for the full control effect; nearly all actives have a fitted effect of over 60% in size; many of its hits are not listed in these tables
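cAMP rise read by TR-FRET after 30 min, 37C compound exposure (up to 58 uM) in RXFP1-transfected HEK293 cells with Ro 20174 present. EC50 from Hill-equation fits, with 29 nM porcine relaxin as 100% and buffer as basal.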
D1 antag: Antagonist of Human D 1 Dopamine Receptor: qHTS. hit rate 3.2% among 360,000. AID 504652, 2011. activity change, negative = inhibition, % at 10 µM. HEK293 TREx D1 cells, calcium flux, dopamine EC80; active compounds read low; in the data active = activity change below about -30%; also: % is scaled to controls: 0 for no effect and ±100 for the full control effect
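After overnight tetracycline induction at 30 C, force-coupled D1 HEK293 cells took up a no-wash calcium dye at room temperature. Compounds were added and monitored 180 s, and the response to EC80 dopamine was then recorded.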
D1 ag: Allosteric Agonists of the Human D1 Dopamine Receptor: qHTS; D(1A) dopamine receptor (Homo sapiens), P21728; hit rate 1% among 360,000; AID 504660, 2011; HEK293 T-REx D1 cells, calcium flux, agonist mode; activation, % at 2 µM; in the data active = activation above about 30%; also: 0% is about no effect
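Inducible HEK293 T-REx D1 cells, force-coupled to calcium signalling, were plated at 4000 cells/well with tetracycline and held overnight at 30 C. After no-wash calcium dye loading, compound-evoked calcium rise over 180 s flagged agonists.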
Active calls of the source: *; ? = inconclusive; / = not tested or not shown; [ ] = another dose, or the depositor's remark. Unless noted, calls follow the shape of the dose curve; as a rule, active = well fitted curve in the direction sought with a large enough effect; inconclusive = small, poorly fitted or top-dose-only effect, or another doubt; inactive = no such curve, though single readings can be large; an effect the other way counts as inactive or inconclusive.

Sample of the layout (two entries):
mol,TRHR agonist,D1 PAM,TRHR PAM,D2 potentiator,RXFP1 antag,Apoferritin bind,RXFP1 agonist,D1 antag,D1 ag
Cc1ccc(NC(=O)CN(C)C(=O)c2cc3ccccc3o2)cc1,-0.4,12,3,8,8,-4%,-0.4%,7,4
O=C(O)C1CCN1C1CCCCC1 (centres undefined),0.4,-4,2,4,-8,-16%,0.0%,16,4

Results, from the start:
mol,TRHR agonist,D1 PAM,TRHR PAM,D2 potentiator,RXFP1 antag,Apoferritin bind,RXFP1 agonist,D1 antag,D1 ag
Cc1ccc(NC(=O)CN(C)C(=O)c2cc3ccccc3o2)cc1,-0.4,12,3,8,8,-4%,-0.4%,7,4
O=C(O)C1CCN1C1CCCCC1 (centres undefined),0.4,-4,2,4,-8,-16%,0.0%,16,4
Cc1cc2nc(CCN(C(=S)NCC3CCCO3)C3CCCC3)[nH]c2cc1C (centres undefined),-0.6,-4,7,-4,0,-19%,-1.7%,9,0
CCC(C)Nc1cc(C)c(C#N)c2nc3ccccc3n12 (centres undefined),-0.7,-6,-7,-3,7,144%[activator],6.8%,16,3
Cc1ccc(NC(=O)Cn2cc(S(=O)(=O)N3CCN(c4ccccc4F)CC3)c3ccccc3c2=O)cc1F,0.9,3,1,0,/,-8%,3.4%,10,5
COc1cc(/C=C2/SC(=S)N(c3ccccc3)C2=O)ccc1Oc1nc(N2CCOCC2)nc(N2CCOCC2)n1,1.7,-1,4,1,-6,-11%,-5.8%,6,7
CC(C)Oc1ccc(N2CC(C(=O)Nc3ccccc3C(=O)NC3CC3)CC2=O)cc1 (centres undefined),-0.6,-7,3,3,10,/,1.0%,15,2
COc1ccc(-c2ccc(=O)n(CC(=O)Nc3ccc(C)cc3C)n2)cc1,-0.5,-5,-7,7,2,?,0.3%,-7,0
COc1ccc(Cl)cc1NC(=O)CN(C)C(=O)CSc1ccc2c(c1)OCCO2,-0.4,17,-7,4,-7,/,-3.6%,17,2
CCc1cc(C(=O)NNC(=S)Nc2cc(C)ccc2C)cs1,-0.6,-8,-3,-14,18,-11%,1.9%,-15,3
CN(C)S(=O)(=O)c1ccc(C(=O)NCc2ccccc2)cc1,-0.3,-2,-2,-5,6,-11%,0.9%,-1,3
NC(=O)c1c(NC(=O)c2ccccc2Cl)sc2c1CCC2,0.1,-2,36*,8,0,1%,0.7%,5,2
CN1c2ccccc2C(=O)/C(=C\Nc2ncccn2)S1(=O)=O,0.5,-2,-4,5,-7,-9%,4.9%,-5,2
CCOc1ccc2nc(NCCNS(=O)(=O)c3ccccc3)c(C#N)cc2c1,0.8,-3,-3,8,-11,98%[activator],4.1%,-5,6
Cc1ccc(CC(=O)N2CC(C)OC(C)C2)cc1 (centres undefined),-0.1,6,8,11,9,-8%,0.7%,-11,5
Cc1ccccc1NC(=O)c1ccno1,-0.5,-3,-8,14,1,3%,0.6%,-8,6
CCCCCCCCCCCCCCCC[N+](C)(C)CC,0.0,-7,-9,/,-87*,/,0.6%,-25,41*
Cc1ccc(C2=NC(c3ccccc3)=Nc3ccc(Cl)cc3N2)cc1,0.8,-1,3,-2,-20,-1%,0.3%,-10,0
CC(CC(=O)NCc1cccnc1)c1ccccc1 (centres undefined),-0.4,-5,3,4,2,5%,0.1%,-3,1
CNS(=O)(=O)c1ccc(C(=O)NCC(=O)NCCc2ccc3c(c2)OCCO3)cc1,0.6,0,-1,12,2,/,-0.8%,1,7
Cc1cccc(CC(=O)OCn2nnc3ccccc3c2=O)c1,-0.3,-2,-6,1,-8,-13%,0.4%,-16,-3
CC1=C(C(=O)N2CCOCC2)C(c2ccccc2F)NC(=O)N1 (centres undefined),0.1,10,10,-7,-15,-2%,-0.1%,-15,4
O=C(OCc1cn(-c2ccc(Cl)c(Cl)c2)nn1)c1ccccc1,1.3,1,6,-3,-2,-6%,0.8%,-3,7
NC(=O)Cn1c(=O)n(CCC(=O)NCCSCc2ccccc2)c(=O)c2ccccc21,-0.5,0,-4,-1,7,-2%,-2.3%,-11,3
Cc1cccc2sc(NC(=O)CCNS(=O)(=O)c3cccc4nonc34)nc12,0.4,16,4,3,13,?,0.3%,-2,7
COc1ccc(N(CC(=O)Nc2ccc(C)c(C)c2)S(=O)(=O)c2c(C)n[nH]c2C)cc1,0.3,8,9,-9,-14,?,1.7%,-4,2
COc1ccc(S(=O)(=O)NC(CC(=O)NCc2ccc3c(c2)OCO3)c2ccco2)cc1 (centres undefined),0.2,-7,-5,-1,7,-15%,-1.9%,0,2
CC(=O)CSc1nnc(-c2ccco2)n1-c1ccccc1,0.1,-7,2,2,-1,2%,1.9%,-4,-1
COc1cccc2sc(Nc3nnc(-c4ccc(F)cc4)o3)nc12,3.0,1,19,/,/,0%,4.0%,0,1
FCCCOc1ccc(/C=N/OCc2c(Cl)cccc2Cl)cc1,6.7,-10,-8,5,-12,-8%,-3.0%,-24,11
CCOc1ccc(-c2csc(NNC3=NCCCCC3)n2)cc1,-0.7,-5,1,2,-5,-13%,1.4%,8,0
Cc1cc(N)n(-c2ccccc2C)n1,0.8,2,3,13,3,-1%,1.8%,-9,4
CN1C(=O)C(C)(C)c2cc(S(=O)(=O)N3CCCC3C(=O)Nc3ccc(F)cc3)ccc21 (centres undefined),0.1,0,0,2,-16,-1%,-0.5%,-9,-1
COc1cc(C=O)ccc1Oc1nnnn1-c1ccc(C(N)=O)cc1,0.3,-2,-3,6,3,-1%,1.1%,-3,2
N/C(=N\OC(=O)CCC1CCCC1)c1ccc(Br)cc1,0.5,2,0,2,-2,-11%,0.3%,4,1
CCC(C)[C@H](NC(=O)[C@H](Cc1ccccc1)n1c(=O)[nH]c2ccccc2c1=O)C(=O)N1CCC(C(=O)O)CC1 (some centres undefined),-0.3,2,8,0,/,-7%,1.9%,5,5
Cc1cn2c(=O)cc(COc3ccc(NC(=O)c4ccc(C(C)(C)C)cc4)cc3)nc2s1,-1.6,-1,16,8,/,2%,-1.2%,-22,2
O=C(c1ccc(S(=O)(=O)N2CCOCC2)cc1)N1CCCc2ccccc21,0.7,8,1,/,2,-23%,1.1%,2,8
O=C(NC1CCCCCC1)C1c2ccccc2C(=O)N1CCCN1CCOCC1 (centres undefined),0.1,2,-5,-4,20,-6%,0.8%,23,0
Cc1cc(/C=c2/sc3nc4ccccc4n3c2=O)c(C)n1-c1ccccn1,1.5,0,9,7,-7,-13%,-1.9%,-3,5
COC(=O)c1cccc(C(=O)N2CCC(CO)(CCc3ccccc3)CC2)c1,0.5,3,-1,1,6,0%,0.1%,6,3
COc1ccc(OCCC(=O)Nc2cc(C)on2)cc1,0.9,1,0,-3,-3,-8%,0.1%,6,5
Cc1ccc(-c2nnn(CC(=O)N(Cc3cccs3)C(C(=O)NC3CCCCC3)c3ccco3)n2)o1 (centres undefined),0.3,1,6,1,5,-15%,1.6%,5,8
CC(=O)C1C(c2ccc(Cl)cc2)c2c(noc2C)CC1(C)O (centres undefined),0.9,5,1,18,6,3%,1.2%,3,1
CCC(Sc1ncnc2sc3c(c12)CCCC3)C(=O)OC(C)C (centres undefined),-0.5,4,3,-4,/,-5%,3.8%,6,2
CCOc1ccc(-n2c(=S)sc3c(=O)n(-c4ccccc4)c(SC)nc32)cc1,-0.3,8,-1,29,4,-12%,0.1%,-6,1
Cc1cc(C)c2nc(N3CCC(C(=O)NCCCN4CCCCC4)CC3)sc2c1,2.4,-3,11,-7,?,-23%,0.0%,-19,4
COc1cc(OC)c(-c2cc(C(=O)NCc3ccc(F)cc3)c3c(-c4ccccc4)[nH]nc3n2)cc1OC,0.9,0,10,11,-16,147%[activator],8.9%,11,5
O=C(COc1ccccc1Cl)Nc1ccc2c(c1)OCCO2,-0.4,-7,3,-8,-6,-19%,-0.8%,7,1
CCOc1ccccc1Nc1nnc(C)c(=O)[nH]1,0.3,-1,4,12,-6,-4%,-1.8%,-12,1
c1ccc(Sc2nc(N3CCCCC3)nc(N3CCCCC3)n2)nc1,-0.5,-4,19,-1,-36,-22%,1.7%,5,9
CCC(C)NC(=O)C1CCN(C(=O)c2ccc(-n3ccc4ccccc43)s2)CC1 (centres undefined),-0.4,0,11,-5,-1,-10%,?,0,1

An excerpt; count on the stated rates, not on these rows.
